PMI inhibition – human PMI inhibitors, high substrate, primary screen, biochemical, fluorescence intensity, high mannose 6-phosphate (AID 1220); 190,000 tested, 0.66% active; recombinant PMI enzyme, coupled fluorescence intensity; higher % means a stronger effect; inhibition, % at 20 µM, or IC50 in µM where a hit was titrated; in the data active = inhibition above about 50%
Yfh1-off respiration – enhancers of respiration in Yfh1-depleted yeast, dose response, Friedreich's ataxia, plus single-dose screen (AID 1465); S. cerevisiae Yfh1-off respiration, WST-1 reduction, 72 h; higher fold induction means a stronger effect; one-dose fold induction at 50 µM; EC50 in µM for titrated hits; 220,000 tested, 0.074% active;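 active = fold induction of absorbance versus untreated yeast above a set limit, then at least 30% activation at any dose in follow-up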;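 note: activators that raise dye reduction in frataxin-depleted yeast; strong numbers were not always called active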
XIAP antagonists – small molecules displacing peptide from XIAP – biochemical, IAP family, fluorescence polarization (AID 1018); XIAP BIR domain, fluorescence polarization peptide displacement; higher % means a stronger effect; displacement, % at 20 µM; hits with a dose series show IC50 in µM; 200,000 tested, 0.007% active; in the data active = displacement above about 50%; note: a part of the inactive calls stands beside numbers as strong as those of hits
SIAH1 antagonists – blockers of Siah-1 interaction with plectin peptide – biochemical, fluorescence polarization, rhodamine-plectin, uHTS, primary screen (AID 1817); 290,000 tested, 0.02% active; displacement, % at 20 µM, or IC50 in µM where a hit was titrated; Siah-1 / rhodamine-plectin peptide fluorescence polarization; higher % means a stronger effect;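 active = displacement of at least 50% at 20 µM, with a fluorescence ratio check between 0.3 and a set limit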;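 note: plate controls were Siah plus tracer with DMSO for no effect and tracer alone without Siah for full effect; strong numbers were not always called active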
P. falciparum M17LAP – P. falciparum M17LAP inhibitors, primary screen, biochemical, fluorogenic H-Leu-NHMec substrate, 1536-well (AID 1619). recombinant M17LAP, H-Leu-NHMec fluorogenic kinetic assay; higher % means a stronger effect. inhibition, % at 30 µM, or IC50 in µM where a hit was titrated. 220,000 tested, 0.38% active;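 active = compound inhibiting the enzyme by more than half at any dose during confirmatory dose-response retesting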;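 note: plate controls were full reaction with DMSO carrier for no effect and no enzyme background for full effect; strong numbers were not always called active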
P. falciparum M1AAP – P. falciparum M1AAP inhibitors, biochemical, fluorogenic H-Leu-NHMec substrate, 1536-well (AID 1445) | 220,000 tested, 0.42% active | recombinant M1AAP, H-Leu-NHMec fluorogenic kinetic assay; higher % means a stronger effect | inhibition, % at 30 µM; hits with a dose series show IC50 in µM;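 active = primary inhibition above the hit cutoff, then over 50% inhibition at one or more dose response concentrations, cut at about 23% in these data, passing the limit was not always enough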;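 note: plate controls were DMSO full reaction for no effect and no enzyme background for full effect; strong numbers were not always called active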
CSM14.1 death rescue – protection against thapsigargin-triggered cell killing – 384-well, CSM14.1, ATP luminescence, primary screen (AID 1222) | CSM14.1 thapsigargin-induced death rescue, ATP luminescence; higher % means a stronger effect | one-dose cellular ATP content (survival), % at 20 µM; EC50 in µM for titrated hits | 190,000 tested, under 10 active;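 active = EC50 below 50 µM in the dose-response confirmation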;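 note: death triggered by thapsigargin at about 15 µM added after 2 h compound pretreatment; cell ATP read after overnight thapsigargin exposure of roughly 18 to 22 hours; normalized against plate controls of thapsigargin alone and 5% DMSO vehicle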
West Nile antiviral – West Nile virus antiviral activity, cell-based, CPE readout (AID 1621); West Nile virus-infected cells, CPE inhibition; higher % means a stronger effect; CPE inhibition, % at 10 µM; hits with a dose series show IC50 in µM; 290,000 tested, 0.02% active; in the data active = a potency from the dose series; note: strong numbers were not always called active
Salmonella PhoP GFP – PhoP-dependent GFP reporter repression – Salmonella Typhimurium, primary screen (AID 1863) | S. Typhimurium PhoP-regulated promoter GFP reporter, 4 h; higher % means a stronger effect | one-dose inhibition, % at 50 µM; IC50 in µM for titrated hits | 300,000 tested, 0.16% active;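 active = inhibition over 29.93%, a cutoff 3 SD above the screen mean, later confirmed by dose response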;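 note: 0% = low Mg2+ inducing control and 100% = high Mg2+ repressing control; strong numbers were not always called active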
* = called active by the depositor; i = inactive; . = no result given.

| entry | canonical_smiles | PMI inhibition | Yfh1-off respiration | XIAP antagonists | SIAH1 antagonists | P. falciparum M17LAP | P. falciparum M1AAP | CSM14.1 death rescue | West Nile antiviral | Salmonella PhoP GFP |
| --- | --- | --- | --- | --- | --- | --- | --- | --- | --- | --- |
| 1 | O=C(CSc1ccccn1)Nc1cccc2ccccc12 | 27% | i | 4.3% | -5% | 7% | 12% | 0.5% | -0.1% | -1% |
| 2 | CCOC(=O)N1CCN(C(=O)Nc2sc3nc4n(c(=O)c3c2C)CCC(C)CC4)CC1 (stereo unspecified) | 8% | i | -5.9% | -8% | -1% | 3% | 0.8% | 1.2% | -12% |
| 3 | Cc1nnc(NC(=O)CCCOc2ccccc2)s1 | 3% | i | -3.5% | -1% | -11% | 3% | 0.1% | -0.2% | -1% |
| 4 | CCn1ncc2c(OCc3ccc(C#N)cc3)cc(C)nc21 | 4% | i | -4.3% | 2% | 9% | 1% | 0.1% | 0.6% | 8% |
| 5 | COc1ccc(C(=O)NCc2ccccc2OC)c(OC)c1 | 5% | i | -2.3% | 5% | -1% | -3% | -0.9% | 0.4% | 4% |
| 6 | CC(=O)c1ccc(N2CCN(C(=S)NCCCN(C)C)CC2)cc1 | 14% | i | -9.6% | -7% | 9% | 7% | -0.5% | 0.3% | 8% |
| 7 | CC(Sc1nc(N2CCCCC2)c2c(c1C#N)CCCC2)C(=O)O (stereo unspecified) | -5% | i | -3.4% | 0% | 38% | 3% | -1.2% | 0.6% | -5% |
| 8 | CCN1CCCc2cc(CN(CCN3CCOCC3)C(=S)Nc3ccccc3OC)ccc21 | 19% | i | 1.8% | 0% | 5% | 6% | 0.3% | -1.0% | -3% |
| 9 | COc1ccc(NCCNc2ccc(OC)cc2)cc1 | 34% | i | -3.4% | 2% | 13% | 8% | -0.2% | -0.8% | -9% |
| 10 | CCn1c(SCc2nc3ccccc3nc2C)nnc1-c1cccs1 | 5% | i | -3.7% | 0% | 1% | 6% | -0.1% | -0.3% | 14% |
| 11 | CCCn1c(CCNC(=O)c2cccs2)nc2ccccc21 | -13% | i | -11% | 19% | -3% | 8% | 2.8% | -0.4% | -2% |
| 12 | O=C(Cc1cccc2ccccc12)Nc1ccccc1C(=O)O | -4% | i | -5.4% | 7% | 54% | 10% | 2.8% | 1.0% | -17% |
| 13 | CCc1ccc(NC(=O)CCCN2C(=S)NC(C)(C)CC2C)cc1 (stereo unspecified) | -12% | i | -5.1% | 0% | -3% | 8% | -0.9% | -1.1% | -1% |
| 14 | CC(C)c1ccc(NS(=O)(=O)c2ccc3[nH]cc(C(=O)N4CCC(C(N)=O)CC4)c(=O)c3c2)cc1 | 4% | i | -0.4% | -3% | -8% | 5% | -2.0% | -0.1% | 4% |
| 15 | O=C(C[n+]1ccccc1)N/N=C/c1ccccc1F | 0% | i | 0.2% | -3% | -1% | 10% | 0.9% | 0.8% | 4% |
| 16 | COc1cccc(NC(=O)CSc2ncc(S(=O)(=O)c3ccccc3)c(=O)[nH]2)c1 | . | i | . | 0% | 9% | 5% | . | 0.1% | -1% |
| 17 | Cc1c(CN2CCc3c([nH]c4ccccc34)C2C2CCCCC2)cnn1C (stereo unspecified) | -1% | i | -6.5% | 3% | -4% | -2% | -1.3% | -0.6% | 11% |
| 18 | COC(=O)CNC(=O)C(C)NC(=O)CNC(=O)OCc1ccccc1 (stereo unspecified) | -2% | i | -2.2% | 2% | 4% | -3% | 3.3% | 0.0% | 6% |
| 19 | COC(=O)CN(c1ccc(OC)cc1)S(=O)(=O)c1ccc(OC)c(OC)c1 | 2% | i | -4.4% | -4% | -1% | -5% | -2.8% | -0.1% | -7% |
| 20 | COc1ccc(C2C3=C(CCCC3=O)Nc3c(-c4ccccc4)c(C)nn32)cc1 (stereo unspecified) | -1% | i | -22% | 4% | -10% | 8% | -1.6% | . | 0% |
| 21 | Cc1ccccc1-n1nc2c(c1NC(=O)c1ccc(Br)o1)CSC2 | 5% | i | -2.7% | 1% | -8% | 11% | -1.0% | -0.2% | 16% |
| 22 | CC(C)CN(CC(C)C)CC(O)COc1ccccc1Br (stereo unspecified) | 2% | i | -3.2% | 2% | -3% | -1% | -1.0% | -0.7% | -3% |
| 23 | COc1cc(NC(=O)CCc2ccccc2)nc(OC)n1 | -2% | i | -4.7% | 2% | -1% | 5% | 5.8% | 0.4% | -1% |
| 24 | Cn1c(C(=O)NCc2cccs2)cc2c(=O)n(C)c3ccccc3c21 | -2% | i | -2.6% | 7% | -2% | -3% | 3.2% | 0.1% | 1% |
| 25 | CC(=O)C(Cc1ccc(Cl)nc1)Cc1ccc(Cl)nc1 | -1% | i | -8.4% | 0% | -2% | 4% | 0.1% | -0.4% | -5% |
| 26 | COC(=O)C1c2ccccc2-c2ccccc21 | -22% | i | -4.0% | 9% | -6% | -4% | -1.8% | 0.0% | 6% |
| 27 | Cc1ccc(NC(=O)CC2SCCNC2=O)cc1[N+](=O)[O-] (stereo unspecified) | . | i | . | 0% | 2% | 3% | . | -0.1% | -16% |
| 28 | Cc1ccc(S(=O)(=O)N(Cc2ccccc2)c2ccccc2C(=O)Nc2ccccc2C(=O)NCc2ccco2)cc1 | 12% | i | -5.4% | 2% | -8% | 0% | -0.4% | -1.6% | 5% |
| 29 | O=C1NCCCC1C(=O)Nc1cccc(C(F)(F)F)c1 (stereo unspecified) | -6% | i | -5.9% | 4% | 14% | 8% | 2.6% | 0.1% | 2% |
| 30 | CSc1nc2sc3c(c2c(=O)[nH]1)CCc1ccccc1-3 | 10% | i | -5.9% | -3% | 7% | 4% | 0.7% | -0.5% | -11% |
| 31 | O=C(c1cnn2c(C(F)F)cc(C3CC3)nc12)N1CCOCC1 | 1% | i | -4.8% | -2% | 10% | 4% | -1.1% | -0.1% | 1% |
| 32 | CCOC(=O)C1=C(O)c2ccccc2C(=O)/C1=C\c1ccc(C)cc1 | 6% | i | -5.6% | 1% | -25% | 11% | -5.2% | -0.3% | -9% |
| 33 | CCOC(=O)N1CCN(Cc2nc(N)nc(Nc3ccc(OC)cc3)n2)CC1 | -14% | i | -7.1% | -4% | -3% | 16% | 0.0% | 1.6% | -5% |
| 34 | Cc1cccc(N(CC(=O)NC2CCCC2)C(=O)c2nsc(Cl)c2Cl)c1C | 7% | i | -8.1% | -1% | . | . | 6.3% | -1.9% | . |
| 35 | COc1ccc(NC(=O)Nc2ccccn2)cc1OC | . | i | . | 0% | 12% | 3% | . | 0.5% | -3% |
| 36 | Cc1cc(C)c(C(=O)N2CCCC(CNC(=O)C3(c4ccc(Cl)cc4)CC3)C2)c(=O)[nH]1 (stereo unspecified) | 5% | i | -6.8% | -6% | 9% | 4% | 0.4% | 0.0% | -5% |
| 37 | COc1ccc2nc(-c3ccc(Cl)cc3)cc(C(=O)O)c2c1 | . | i | . | 5% | -117% | 11% | . | 0.6% | -1% |
| 38 | COc1ccc(Nc2nc(-c3ccccc3)c3ccccc3n2)cc1 | 5% | i | -7.3% | 2% | 2% | -1% | 0.0% | -0.6% | 20% |
| 39 | Cc1nc(-c2nc(-c3c(C(=O)NNC(=O)c4ccc(Cl)cc4)noc3C)cs2)cs1 | . | i | . | 5% | -6% | 8% | . | 0.2% | -3% |
| 40 | Cc1ccc(/C=C/C(=O)O)cc1S(=O)(=O)N1CCCc2ccccc21 | . | i | . | 4% | 14% | 5% | . | 0.3% | -3% |
| 41 | C=Cc1ccc(CSc2cc(C)nc3nc(C)nn23)cc1 | . | i | . | 3% | 16% | 5% | . | 0.0% | -2% |
| 42 | COC(=O)c1cccc(NC(=S)N2CCN(c3ccccc3F)CC2)c1 | 5% | i | -2.3% | 3% | 5% | 8% | 0.5% | -0.2% | -5% |
| 43 | Fc1ccc(-c2nnsc2Sc2ccccn2)cc1 | -7% | i | -6.0% | 8% | -3% | 1% | 1.2% | -0.7% | -2% |
| 44 | O=C(Nc1ncc(Cc2ccccc2)s1)c1cccs1 | 10% | i | -1.9% | 3% | -3% | 2% | -0.6% | 0.3% | 24% |
| 45 | CCCN(CCC)CCCNC(=O)C(NS(=O)(=O)c1ccc2c(c1)CCC(=O)N2)c1ccccc1 (stereo unspecified) | -7% | i | -5.3% | 6% | 13% | 5% | 0.8% | -0.3% | -2% |
| 46 | O=C1CC(N2CCCc3ccccc32)C(=O)N1c1ccccc1Cl (stereo unspecified) | 7% | i | -4.1% | -2% | -2% | 8% | 3.3% | -0.1% | -2% |
| 47 | O=S(=O)(Cc1cnc(Cl)s1)c1ccccc1 | 6% | i | -3.8% | -2% | 15% | -5% | -1.3% | 0.2% | 12% |
| 48 | CCOc1ccc(Nc2nc(N3CCCCC3)nc(N3CCCCC3)n2)cc1 | 4% | i | -4.5% | 0% | 0% | 4% | -0.2% | 0.5% | -6% |
| 49 | FC(F)(F)c1cccc(OCc2noc(-c3ccsc3)n2)c1 | . | i | . | 15% | -5% | 4% | . | -0.4% | -2% |
| 50 | O=C(CN1CCCCCC1)N/N=C/c1cccc(Cl)c1Cl | -2% | i | -8.1% | 9% | 13% | 8% | 7.3% | -0.4% | 0% |
| 51 | O=C1C(=O)N2C(=C1C(=O)N1CCCCCC1)c1ccccc1CC21CCCC1 | . | i | . | 12% | -5% | 2% | . | -0.1% | -4% |
| 52 | COc1ccc(N(CC(=O)N2c3ccccc3CC2C)S(=O)(=O)c2c(C)noc2C)cc1 (stereo unspecified) | 11% | i | -15% | 0% | 7% | 0% | -2.8% | 0.4% | 1% |
| 53 | COc1ccc2[nH]cc(C(O)CN3CCN(c4ccccc4)CC3)c2c1 (stereo unspecified) | 8% | i | -3.9% | 2% | 5% | 4% | -2.2% | -0.1% | 13% |
| 54 | CC1=C/C(=N\OS(=O)(=O)c2ccccc2)C(C(C)C)=CC1=O | 6µM* | i | -7.0% | 3% | -1% | 3% | -3.9% | -0.7% | -2% |
| 55 | CN1CCc2c(sc(NC(=O)c3cc4cc([N+](=O)[O-])ccc4s3)c2C(N)=O)C1 | -9% | i | 5.7% | 17% | 25% | 16% | -2.5% | -1.2% | -8% |
| 56 | O=C(Cn1c(=O)sc2ccccc21)OC(CCl)CCl | -17% | i | -6.0% | -6% | 1% | 0% | -2.1% | 0.4% | 5% |
| 57 | Cc1c(/C=N/n2cnnc2)c2ccccc2n1C | 1% | i | 0.1% | 5% | 27% | 13% | -1.8% | 0.1% | 4% |
| 58 | O=C(NCCN1CCCC1)C1CC(=O)N(C2CCCCC2)C1 (stereo unspecified) | 5% | i | -3.1% | 1% | 11% | 3% | -1.1% | 0.3% | -3% |
| 59 | Cc1ccc(-c2csc3ncnc(SCC(=O)Nc4nnc(C)s4)c23)cc1 | 14% | i | -5.4% | 8% | 6% | -1% | -0.7% | 0.0% | -4% |

Screening data: PubChem BioAssay, several laboratories
